Screening results as filed in PubChem BioAssay.
LYP phosphatase: inhibitors of LYP phosphatase, biochemical, fluorescence intensity, uHTS (AID 1779); Tyrosine-protein phosphatase non-receptor type 22 (Homo sapiens); recombinant LYP phosphatase, fluorescence intensity; higher % means a stronger effect; one-dose inhibition, % at 11.5 µM; IC50 in µM for titrated hits; 0.054% of 290,000 active;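 further: plate controls were vehicle with enzyme for no effect and no enzyme for full effect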
Lipid droplet: inhibitors of hepatocyte lipid droplet formation, primary screen, imaging, high-throughput imaging, BODIPY stain | AML12 mouse hepatocytes, oleate lipid droplets | inhibition, % at 6.5 µM | 0.4% of 240,000 active;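 active means lipid droplet intensity inhibited by at least 50%, with more than 500 cells counted; inconclusive means wells with under 300 cells, treated as cytotoxic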
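System: AML12 hepatocytes (mouse). Probe or stimulus: oleic acid at 100 µM to induce lipid droplet formation. Times: overnight treatment with compound plus oleate. Detection: Image-based BODIPY and DAPI two-channel analysis. Evaluation: percent inhibition of filter-corrected integrated lipid droplet intensity per well.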
P. falciparum M17LAP: P. falciparum M17LAP inhibitors, primary screen, biochemical, fluorogenic H-Leu-NHMec substrate, 1536-well (AID 1619); Leucine aminopeptidase (Plasmodium falciparum (isolate 3D7)); recombinant M17LAP, H-Leu-NHMec fluorogenic kinetic assay; higher % means a stronger effect; inhibition, % at 30 µM, or IC50 in µM where a hit was titrated; 0.38% of 220,000 active;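 active means compound inhibiting the enzyme by more than half at any dose during confirmatory dose-response retesting; inconclusive means strong single-dose inhibitors picked by rank but not retested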;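 further: plate controls were full reaction with DMSO carrier for no effect and no enzyme background for full effect; strong numbers were not always called active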
XIAP displacement: XIAP antagonists, biochemical, IAP family, fluorescence polarization (AID 1018). 0.007% of 200,000 active. displacement, % at 20 µM, or IC50 in µM where a hit was titrated. E3 ubiquitin-protein ligase XIAP (Homo sapiens). XIAP BIR domain, fluorescence polarization peptide displacement; higher % means a stronger effect; in the data active means displacement above about 50%; further: a part of the inactive calls stands beside numbers as strong as those of hits
CSM14.1 death rescue: rescue of cells from ER stress-induced death, primary screen, 384-well, CSM14.1, thapsigargin, ATP luminescence (AID 1222); 190,000 tested, under 10 active; one-dose cellular ATP content (survival), % at 20 µM; EC50 in µM for titrated hits; CSM14.1 thapsigargin-induced death rescue, ATP luminescence; higher % means a stronger effect;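 active means EC50 below 50 µM in the dose-response confirmation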;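 further: death triggered by thapsigargin at about 15 µM added after 2 h compound pretreatment; cell ATP read after overnight thapsigargin exposure of roughly 18 to 22 hours; normalized against plate controls of thapsigargin alone and 5% DMSO vehicle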
M1AAP inhibition: P. falciparum M1AAP inhibitors, biochemical, fluorogenic H-Leu-NHMec substrate, 1536-well (AID 1445); Aminopeptidase N (Plasmodium falciparum (isolate 3D7)); inhibition, % at 30 µM; hits with a dose series show IC50 in µM; 0.42% of 220,000 active; recombinant M1AAP, H-Leu-NHMec fluorogenic kinetic assay; higher % means a stronger effect;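 active means primary inhibition above the hit cutoff, then over 50% inhibition at one or more dose response concentrations, cut at about 23% in these data, passing the limit was not always enough; inconclusive means conflicting primary data, or primary hits not chosen for dose response; inactive means low primary inhibition, or under 50% at every dose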;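 further: plate controls were DMSO full reaction for no effect and no enzyme background for full effect; strong numbers were not always called active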
Siah-1 displacement: Siah-1 peptide-binding antagonists, primary screen, biochemical, fluorescence polarization, rhodamine-plectin, uHTS (AID 1817); E3 ubiquitin-protein ligase SIAH1 (Homo sapiens); Siah-1 / rhodamine-plectin peptide fluorescence polarization; higher % means a stronger effect; displacement, % at 20 µM; hits with a dose series show IC50 in µM; 0.02% of 290,000 active;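 active means displacement of at least 50% at 20 µM, with a fluorescence ratio check between 0.3 and a set limit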;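 further: plate controls were Siah plus tracer with DMSO for no effect and tracer alone without Siah for full effect; strong numbers were not always called active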
AID2073: inhibitors of Mint1-CaV2.2 protein interaction, biochemical, HTRF (AID 2073); inhibition, % at 20 µM; hits with a dose series show IC50 in µM; Voltage-dependent N-type calcium channel subunit alpha-1B (Homo sapiens); HTRF protein-protein interaction, Mint1-CaV2.2; higher % means a stronger effect; 0.19% of 290,000 active; in the data active means inhibition mostly above about 51%, no sharp cut-off; inconclusive means no clear call, values can overlap the other calls; inactive means mostly below about 53%; further: some results filed as inactive read as strong as hits
NOD2 inhibition: NOD2 signaling inhibitors, cell-based, luminescence, uHTS, HEK293 (AID 1566); HEK293 NOD2/NF-kB luciferase reporter, luminescence; higher % means a stronger effect; one-dose inhibition, % at 4 µM; EC50 in µM for titrated hits; 0.63% of 290,000 active; further: many of its hits are not listed in these tables
Lipid droplet cells 6.5 µM: also measured in Lipid droplet; calls as there; cell count; measured here: cell count, cytotoxicity flag;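 cells counted across two imaged fields per well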
Numbers without * were called inactive; u = inconclusive; x = no result given. Unless noted, no stated cut-off is given here; in the data, active means inhibition above about 50%; inactive means the rest. Some of the compounds tested, so the mix of outcomes need not match the whole.

1) CCN(CC)C(=O)C(=O)c1cn(CCOc2ccccc2)c2ccccc12
2) COc1ccc2c(c1)C1=C(CC2)C(c2ccc(C)cc2)NC(=S)N1 (stereo unspecified)
3) COc1ccc(CC(=O)Nc2nc(C)cs2)cc1
4) C/C(CCN1CCc2nc(-c3ccccc3)c(-c3ccccc3)cc2C1)=N\O[C@H](C)c1cn([C@H](CO)Cc2ccccc2)nn1
5) O=C(O)Cn1ccnc1
6) COc1cccc(NC(=O)c2ccccc2N(Cc2ccccc2)S(C)(=O)=O)c1

Screen / compound no.,1,2,3,4,5,6
LYP phosphatase,-10%,-1%,3%,-5%,-8%,-9%
Lipid droplet,7,-62,-7,-17,3,0
Lipid droplet cells 6.5 µM,680,766,788,675,798,822
P. falciparum M17LAP,-3%,0%,0%,13%,-2%,x
XIAP displacement,-3.4%,-13%,-3.7%,-6.3%,-5.0%,x
CSM14.1 death rescue,1.7%,-0.8%,0.2%,0.5%,-0.4%,x
M1AAP inhibition,7%,0%,2%,-1%,4%,x
Siah-1 displacement,-3%,2%,1%,-4%,4%,2%
AID2073,5%,24%,2%,2%,-5%,-4%
NOD2 inhibition,-12%,14%,-10%,6%,14%,9%

7) COc1ccc(N(CC(=O)Nc2cccc(OC)c2)S(=O)(=O)c2c(C)nn(C)c2C)cc1
8) COc1cc(/C=C2\C(=N)N3N=C(S(C)(=O)=O)SC3=NC2=O)ccc1OCCOc1ccccc1C
9) NS(=O)(=O)c1ccc(O)c(N2C(=O)c3cccc4c(C(=O)c5ccccc5)ccc(c34)C2=O)c1
10) O=C(NC1CC(=O)c2sccc21)c1ccc(Cl)cc1Cl (stereo unspecified)
11) O=C(c1ccc(Br)s1)N1CCN(S(=O)(=O)c2ccccc2)CC1
12) Cc1cc(N2CCN(c3ccccc3F)CC2)nc2cc(O)ccc12

Screen / compound no.,7,8,9,10,11,12
LYP phosphatase,-9%,0%,0%,-11%,-6%,-2%
Lipid droplet,x,10,-18,-12,-4,x
Lipid droplet cells 6.5 µM,x,829,726,547,829,x
P. falciparum M17LAP,8%,x,12%,5%,x,3%
XIAP displacement,-2.8%,x,-11%,-2.3%,x,-7.4%
CSM14.1 death rescue,3.1%,x,-1.8%,-0.7%,x,0.6%
M1AAP inhibition,0%,x,15%,10%,x,11%
Siah-1 displacement,5%,12%,-4%,-3%,-1%,2%
AID2073,24%,32%,0%,-3%,1%,35%
NOD2 inhibition,21%,x,14%,-51%,15%,-24%

13) Cn1c(/C(C#N)=C/c2ccc(O)cc2)nc2ccccc21
14) COc1ccccc1CNC(=O)CCS(=O)(=O)Cc1ccc(C)cc1
15) Cc1cc(C(=O)NCc2ccc(S(N)(=O)=O)cc2)cs1
16) COc1cscc1C(N)=O
17) O=C(COC(=O)Cc1n[nH]c(=O)c2ccccc12)Nc1cccc(C(F)(F)F)c1
18) CCc1cc(=O)oc2cc(OCC(=O)N3CCCc4ccccc43)ccc12

Screen / compound no.,13,14,15,16,17,18
LYP phosphatase,-4%,-11%,-7%,-12%,-1%,-2%
Lipid droplet,-3,-4,1,6,-3,x
Lipid droplet cells 6.5 µM,729,672,759,713,683,x
P. falciparum M17LAP,-1%,x,11%,5%,1%,1%
XIAP displacement,x,x,-11%,x,-11%,-2.5%
CSM14.1 death rescue,x,x,-4.5%,x,0.4%,1.5%
M1AAP inhibition,8%,x,7%,2%,4%,1%
Siah-1 displacement,-5%,-3%,0%,-1%,-2%,9%
AID2073,3%,6%,2%,6%,-1%,-9%
NOD2 inhibition,-58%,8%,-19%,9%,17%,19%

19) NS(=O)(=O)c1ccc(NC(=O)/C=C/c2ccccc2[N+](=O)[O-])cc1
20) COc1cc(/C=C/C(=O)OCC(=O)N2CCN(S(=O)(=O)c3ccc(C)cc3C)CC2)ccc1O
21) CCOC(=O)N1CCN(C2CCCN(C(=O)c3cccc(Cl)c3)C2)CC1 (stereo unspecified)
22) Cc1cc(C(=O)CN2C(=O)NC3(CCCCC3)C2=O)c(C)n1Cc1ccc2c(c1)OCO2
23) CC[C@@H](C)[C@@H](C(=O)N1CCNCC1)n1cc(CCC(=O)O)nn1
24) CSCC(=O)N1CCCC(C(=O)c2cc(F)ccc2F)C1 (stereo unspecified)

Screen / compound no.,19,20,21,22,23,24
LYP phosphatase,-4%,10%,-6%,3%,-1%,-11%
Lipid droplet,3,2,-6,x,-5,0
Lipid droplet cells 6.5 µM,727,712,743,x,712,751
P. falciparum M17LAP,7%,-12%,x,-7%,-2%,4%
XIAP displacement,-5.9%,-3.1%,x,-3.5%,-8.1%,-8.5%
CSM14.1 death rescue,0.0%,-3.0%,x,-0.7%,-1.5%,12%
M1AAP inhibition,1%,8%,x,7%,6%,8%
Siah-1 displacement,3%,1%,-2%,-3%,1%,-6%
AID2073,52%,27%,3%,5%,9%,16%
NOD2 inhibition,13%,-3%,-9%,-3%,-2%,-13%

25) c1ccc(CCOn2ccnc2)cc1
26) O=C(O)COc1ccc(Br)cc1/C=N\Nc1ccccn1
27) O=c1c(Br)c(N2CCCCC2)cnn1-c1ccccc1
28) O=C(N/N=C/c1ccco1)C1COc2ccccc2O1 (stereo unspecified)
29) C=CCOc1c(CNc2ccc(S(N)(=O)=O)cc2)cccc1OC
30) O=C(OCC1CC(c2ccccc2)=NO1)c1ccc(Br)cc1 (stereo unspecified)

Screen / compound no.,25,26,27,28,29,30
LYP phosphatase,-8%,-2%,-6%,-5%,-4%,0%
Lipid droplet,-15,-1,10,7,-20,12
Lipid droplet cells 6.5 µM,718,735,687,461,725,579
P. falciparum M17LAP,x,x,10%,26%,3%,1%
XIAP displacement,x,x,-2.9%,-1.8%,-3.4%,-5.9%
CSM14.1 death rescue,x,x,-2.0%,-1.3%,-1.4%,-1.7%
M1AAP inhibition,x,x,6%,0%,-2%,-3%
Siah-1 displacement,5%,3%,3%,9%,-2%,-3%
AID2073,5%,6%,4%,-2%,-2%,17%
NOD2 inhibition,20%,6%,-59%,23%,7%,4%

31) CCC(=O)Nc1nc(C)c(-c2csc(Nc3ccccn3)n2)s1
32) Cc1ccccc1N1CC(O)(c2ccccc2)[N+]2=C1SCC2 (stereo unspecified)
33) COc1ccccc1NC(=S)N(CCN1CCCCCC1)Cc1cccs1
34) CCC(C)Sc1nc2c([nH]c3ccccc32)c(=O)n1C (stereo unspecified)
35) CCOC(=O)C(C(=O)Nc1ccccn1)C1CCCCC1 (stereo unspecified)
36) O=C(Nc1nnc(-c2ccccn2)o1)c1ccc(Br)cc1

Screen / compound no.,31,32,33,34,35,36
LYP phosphatase,0%,5%,-3%,6%,1%,1%
Lipid droplet,3,-13,10,13,5,-9
Lipid droplet cells 6.5 µM,725,669,745,674,730,705
P. falciparum M17LAP,8%,-4%,-8%,-3%,-5%,8%
XIAP displacement,-5.8%,-4.4%,-4.7%,-11%,-4.8%,-2.9%
CSM14.1 death rescue,-0.8%,0.5%,-2.2%,-1.5%,-3.6%,-1.6%
M1AAP inhibition,11%,2%,-1%,8%,u,4%
Siah-1 displacement,-4%,2%,6%,-4%,-1%,4%
AID2073,14%,8%,-8%,12%,-2%,3%
NOD2 inhibition,-253%,-2%,-5%,6%,-2%,-7%

Next part (three carried over from the part before).
34) CCC(C)Sc1nc2c([nH]c3ccccc32)c(=O)n1C (stereo unspecified)
35) CCOC(=O)C(C(=O)Nc1ccccn1)C1CCCCC1 (stereo unspecified)
36) O=C(Nc1nnc(-c2ccccn2)o1)c1ccc(Br)cc1
37) COc1ccc(CCNC(=O)c2cc(C(=O)c3cc(Cl)ccc3O)cn(CCc3ccc(OC)cc3)c2=O)cc1
38) CC1CCN(C(=O)Cn2nnc(-c3ccc(N)cc3)n2)CC1
39) O=C(NCCc1ccccc1)c1ccc(Br)o1
40) Nc1ccccc1SCCS(=O)(=O)c1ccc(Cl)cc1
41) COc1ccccc1N=C1SCC(=O)N1Cc1ccco1
42) Cc1nc(C(N)=O)nc2ccccc12

Screen / compound no.,34,35,36,37,38,39,40,41,42
LYP phosphatase,6%,1%,1%,3%,-3%,-7%,-9%,-2%,-8%
Lipid droplet,13,5,-9,-7,3,x,x,-12,4
Lipid droplet cells 6.5 µM,674,730,705,613,794,x,x,673,755
P. falciparum M17LAP,-3%,-5%,8%,12%,x,3%,x,2%,-1%
XIAP displacement,-11%,-4.8%,-2.9%,-5.8%,x,-6.1%,x,x,x
CSM14.1 death rescue,-1.5%,-3.6%,-1.6%,-3.5%,x,1.2%,x,x,x
M1AAP inhibition,8%,u,4%,3%,x,11%,x,10%,5%
Siah-1 displacement,-4%,-1%,4%,1%,1%,-1%,-2%,1%,9%
AID2073,12%,-2%,3%,19%,1%,6%,2%,-9%,-1%
NOD2 inhibition,6%,-2%,-7%,19%,-37%,-28%,12%,-7%,20%

43) C=CCSC1=C(C#N)C(c2ccccc2)CC(=O)N1 (stereo unspecified)
44) CS(=O)(=O)N(CC(=O)NCc1ccncc1)C1CCCCC1
45) Cc1ccc(CN2CCN(/N=C/c3cccnc3)CC2)c(C)c1
46) COc1ccc(N2CC(C(=O)N[C@H](C(=O)NC3CCCCC3)C(C)C)CC2=O)cc1 (stereo partly specified)
47) COc1cc(C(=O)N2CCC(NC(=O)C(Cc3ccc(C)cc3)NC(C)=O)CC2)cc(OC)c1OC (stereo unspecified)

Screen / compound no.,43,44,45,46,47
LYP phosphatase,-1%,-6%,-4%,-15%,-6%
Lipid droplet,2,7,35,-4,-2
Lipid droplet cells 6.5 µM,668,722,722,689,690
P. falciparum M17LAP,-2%,-15%,13%,x,6%
XIAP displacement,-14%,1.9%,-2.0%,x,0.3%
CSM14.1 death rescue,-0.1%,-0.7%,-0.2%,x,-0.6%
M1AAP inhibition,10%,-1%,3%,x,-2%
Siah-1 displacement,4%,-6%,0%,-7%,-1%
AID2073,-12%,-10%,-12%,5%,17%
NOD2 inhibition,20%,-2%,6%,3%,9%
